Assay outcomes as filed in PubChem BioAssay.
Eya2 inh – inhibitors of human Eya2 phosphatase activity | 0.006% of 330,000 active | Potency, µM (series often up to 76.9 µM), for the others: at the top dose activity, negative = inhibition, usual class: inhibitors | O00167 | AID 488837 | recombinant Eya2, OMFP fluorescence dephosphorylation (OMFP is methylfluorescein phosphate); also: potency is read from the fitted curve at half-maximal effect; % is scaled to controls: 0 for no effect and ±100 for the full control effect
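Eya2 protein (added as 0.2 uM solution) was preincubated with compound for 10 min at ambient temperature in 50 mM HEPES pH 7.5, 50 mM NaCl, 5 uM MgCl2, 0.05% BSA, 1 mM DTT. OMFP (added at 50 uM) then reacted 10 min; fluorescence read at 485/525 nm.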
GALK inhibitor – inhibitors of human galactokinase; P51570; Purified GALK, Kinase-Glo residual ATP luminescence; Potency, µM (titrated, usually from 57.5 µM), for inactives: at the highest dose activity change, negative = inhibition, hits mostly inhibitors; 0.007% of 270,000 active; AID 1868; also: potency is read from the fitted curve at half-maximal effect; % is scaled to controls: 0 for no effect and ±100 for the full control effect
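Quantitative HTS: GALK 5 nM, ATP 35 uM, galactose 100 uM, 1 h room temperature, then luciferase-based ATP detection.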
PKM2 act – PKM2 (human) enzyme activation; P14618; purified PKM2, Kinase-Glo ATP luminescence, activation; response scale: 0% is enzyme alone, no compound; Potency, µM (highest dose often 57.5 µM), without a hit: at the highest dose activation, most hits filed as activators; 0.34% of 260,000 active; also: potency is read from the fitted curve at half-maximal effect; % is scaled to controls: 0 for no effect and ±100 for the full control effect; nearly all actives have a fitted effect of over 55% in size
Target sequence (P14618 whole entry, looked up): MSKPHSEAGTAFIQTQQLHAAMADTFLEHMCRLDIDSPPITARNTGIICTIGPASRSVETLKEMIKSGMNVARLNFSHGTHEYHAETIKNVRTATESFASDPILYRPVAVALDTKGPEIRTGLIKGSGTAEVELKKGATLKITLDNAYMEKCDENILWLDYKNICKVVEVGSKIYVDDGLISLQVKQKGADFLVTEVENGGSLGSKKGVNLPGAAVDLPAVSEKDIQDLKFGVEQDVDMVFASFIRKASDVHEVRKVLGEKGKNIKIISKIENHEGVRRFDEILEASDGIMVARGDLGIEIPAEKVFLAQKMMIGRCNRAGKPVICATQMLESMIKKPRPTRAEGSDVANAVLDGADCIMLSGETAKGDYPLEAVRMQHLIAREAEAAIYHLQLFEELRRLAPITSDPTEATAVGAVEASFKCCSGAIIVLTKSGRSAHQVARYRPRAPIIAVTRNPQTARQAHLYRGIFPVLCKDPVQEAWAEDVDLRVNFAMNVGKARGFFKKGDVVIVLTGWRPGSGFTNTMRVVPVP
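Kinase-Glo luminescence reports ATP generated from ADP (0.1 mM) and PEP (0.5 mM) by purified hPK-M2 after 1 h at room temperature, pH 7.2 imidazole buffer; intermediate enzyme activity allows detecting inhibitors and activators.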
Menin MLL FP TR – displaces Texas Red mutant MLL peptide from human menin | O00255 | Menin + Texas Red MLL mutant peptide, fluorescence polarization | Potency, µM (doses to about 61.6 µM), for inactives: at the highest dose FP activity change, negative = inhibition, usual class: inhibitors | 0.23% of 270,000 active | AID 1768; active = well fitted inhibition curve with a large enough effect in the polarisation, with a control signal flat, not every such curve was filed as active; inconclusive = small, poorly fitted or top-dose-only effect, or effect the other way, or a change in a side signal; inactive = no such curve, though single readings can be large or run the other way; the % refers to the polarisation; also: potency is read from the fitted curve at half-maximal effect; % of control where 0% means no effect; many of its hits are not listed in these tables
S-ASM inh – inhibitors of human secretory acid sphingomyelinase; Potency, µM (top dose mostly 57.5 µM), without a hit: top-dose activity change, negative = inhibition, most hits filed as inhibitors; 0.006% of 340,000 active; AID 504937; placental ASM, HMU-PC fluorogenic substrate, 60 min; P17405; also: potency is read from the fitted curve at half-maximal effect
Target sequence (P17405 47-631 limits assumed): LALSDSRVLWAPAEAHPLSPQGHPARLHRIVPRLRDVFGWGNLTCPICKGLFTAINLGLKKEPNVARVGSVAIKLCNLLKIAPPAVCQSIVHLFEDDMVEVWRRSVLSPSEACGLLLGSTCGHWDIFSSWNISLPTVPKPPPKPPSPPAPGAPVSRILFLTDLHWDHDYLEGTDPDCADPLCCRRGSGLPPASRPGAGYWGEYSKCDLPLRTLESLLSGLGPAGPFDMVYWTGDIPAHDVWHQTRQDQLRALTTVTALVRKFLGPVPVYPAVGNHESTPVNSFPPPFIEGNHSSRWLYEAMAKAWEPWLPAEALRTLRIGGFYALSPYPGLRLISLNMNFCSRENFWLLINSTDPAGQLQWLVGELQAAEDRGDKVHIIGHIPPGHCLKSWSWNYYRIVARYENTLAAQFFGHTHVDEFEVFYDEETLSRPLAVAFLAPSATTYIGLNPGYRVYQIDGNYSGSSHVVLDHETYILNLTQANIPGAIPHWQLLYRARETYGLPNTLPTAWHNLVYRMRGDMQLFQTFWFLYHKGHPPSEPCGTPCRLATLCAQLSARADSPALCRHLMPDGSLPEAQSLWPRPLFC
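Human placenta-derived ASM enzyme was preincubated with compound for 10 minutes at room temperature, then given fluorogenic substrate HMU-PC0 (9 uM final) for 60 minutes at 37 °C; a pH 10 stop preceded fluorescence reading at Ex 386/Em 447 nm.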
USP2a block – USP2a (human) protease inhibition; O75604; USP2 core, Ub-CHOP2 coupled fluorogenic reporter, 485/531; Potency, µM (highest dose often 38.3 µM), for the others: at the top dose activity change, negative = inhibition, hits mostly inhibitors; 0.01% of 330,000 active; AID 463254;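 also: potency is read from the fitted curve at half-maximal effect; plate controls were DMSO wells for no effect and full inhibition by NEM control for full effect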
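USP2 core (10nM final) preincubated 30min RT with compound in 20mM Tris-HCl pH 8.0, 2mM CaCl2, 2mM beta-mercaptoethanol, 0.05% CHAPS; 25nM Ub-CHOP2 plus 25nM reporter substrate added, fluorescence (Ex485/Em531) read after 60min.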
KCNH2 WT inh – blocks the wildtype human KCNH2 potassium channel; U2OS, BacMam KCNH2, thallium flux FluxOr; active compounds read low; activity change, % at 1.84 µM; 0.37% of 340,000 active; AID 720551;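 active = maximum activity change below -70%; inconclusive = maximum activity change between -70% and -50%; inactive = maximum activity change above -50%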; also: % is scaled to controls: 0 for no effect and ±100 for the full control effect
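U2OS cells transduced with wild-type KCNH2 virus are loaded with FluxOr dye for 45 min, and thallium flux is measured in kinetic reads before and after stimulation buffer. Rate constants are normalized to DMSO controls.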
MBNL1-CUG inh – inhibitors of human MBNL1 binding to CUG repeat RNA. Potency, µM (titrated, usually from 57.5 µM), for inactives: at the top dose activity change, negative = inhibition, actives largely listed as inhibitors. Q9NR56. TR-FRET MBNL1-His/biotin-(CUG)12 binding, 665/545 ratio. AID 2675. 0.036% of 280,000 active; active = well fitted inhibition curve with a large enough effect in the signal ratio, with a control signal flat, not every such curve was filed as active; inconclusive = small, poorly fitted or top-dose-only effect, or effect the other way, or a change in a side signal; inactive = no such curve, though single readings can be large or run the other way; the % refers to the signal ratio; also: potency is read from the fitted curve at half-maximal effect; % is scaled to controls: 0 for no effect and ±100 for the full control effect
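Ratiometric TR-FRET (665 over 545 nm, excitation 340 nm) tracks disruption of MBNL1-His/biotin-(CUG)12 complex after 60 min at room temperature, with compounds at 92 nM to 58 uM final.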
Chronic BCR inh – chronic active BCR signaling inhibition; ABC-DLBCL IkBa-CBG/CBR reporter, luminescence ratio, 4 h; Potency, µM (series often up to 46.1 µM), for inactives: at the top dose ratio change, negative = lower green/red ratio, most hits filed as inhibitors; 0.05% of 340,000 active; AID 493014; active = well fitted inhibition curve with a large enough effect in the signal ratio, with a control signal flat, not every such curve was filed as active; inconclusive = small, poorly fitted or top-dose-only effect, or effect the other way, or a change in a side signal; the % refers to the signal ratio;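 also: potency is read from the fitted curve at half-maximal effect; plate controls were basal doxycycline-induced cells for no effect and cells given 10 µM MG132 for full effect; MG132 reads +100%, hits lower the ratio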
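TMD8 ABC-DLBCL cells carrying doxycycline-inducible green luciferase fused to IkappaBalpha plus unfused red luciferase were exposed to compounds (up to 46 uM) for 4 hrs at 37C. Activity came from the overlap-corrected green/red luminescence ratio.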
Mito fusion act – blocks mitochondrial division or promotes mitochondrial fusion. S. cerevisiae fusion-defective mutant growth rescue, CellTiterGlo 48 h. Potency, µM (titrated, usually from 46.1 µM), for inactives: at the highest dose growth rescue (activation), hits mostly activators. 0.23% of 320,000 active;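 also: potency is read from the fitted curve at half-maximal effect; % of control where 0% means no effect; nearly all actives have a fitted effect of over 45% in size; temperature-sensitive fusion mutants such as fzo1-1 at 37 °C on non-fermentable ethanol glycerol medium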
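S. cerevisiae fusion-defective temperature-sensitive mutants (e.g. fzo1-1, mgm1-5) grown 48 h at 37C in YPEG (ethanol/glycerol non-fermentable) medium with 23 nl compound per well; growth rescue read as CellTiterGlo luminescence.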
TSHR antagonist – antagonists of human thyroid stimulating hormone receptor; P16473; TSHR-expressing cells, TSH-stimulated cAMP HTRF, 2 h; active compounds read low; activity change, negative = inhibition, % at 11.5 µM; 0.2% of 330,000 active; AID 504810;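 active = activity change below a set negative limit, meaning inhibition stronger than a set level, cut at about -70% in these data; inconclusive = activity change between two set negative limits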; also: % is scaled to controls: 0 for no effect and ±100 for the full control effect
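Competitive HTRF cAMP read-out (cryptate anti-cAMP antibody, cAMP-d2; 30 min, room temperature) in freshly harvested TSHR cells. Compounds added before TSH at EC80 (4nM final), followed by 2 hours' incubation at 37 deg C.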
* marks the source's active call; other numbers are inactive results; i = inactive; ? = inconclusive; / = not tested or not shown; & = joins results of further samples; [ ] = dose if it differs, or a comment. Unless noted, calls follow the shape of the dose curve; as a rule, active = well fitted curve in the direction sought with a large enough effect; inconclusive = small, poorly fitted or top-dose-only effect, or another doubt; inactive = no such curve, though single readings can be large; an effect the other way counts as inactive or inconclusive.

SMILES | Eya2 inh | GALK inhibitor | PKM2 act | Menin MLL FP TR | S-ASM inh | USP2a block | KCNH2 WT inh | MBNL1-CUG inh | Chronic BCR inh | Mito fusion act | TSHR antagonist
CCOC(=O)N1CCC(NC(=O)C(NC(=O)C2CCCCC2)C(C)C)CC1 (stereo not drawn) | -4% | 1% | -3% | 0% | / | -2% | / | -4% | 4% | -2% | -13
COC(=O)/C(=C\Nc1ccccc1)NC(=O)c1ccc(Cl)cc1Cl | -8% | -1% | 1% | 5% | -1% | 4% | 4 | 0% | ? | 1% | 6
COc1ccc(OC)c(N/C(N)=N/c2nc(C)cc(C)n2)c1 | 0% | 4% | 1% | 4% | 0% | -4% | 11 | -8% | ? | 2% | 2
O=S(=O)(Nc1cc(F)ccc1F)c1cccc2nsnc12 | 3% | -1% | 1%[11.5 µM] | 6% | 2% | 2% | 1 | ? | ? | 11% | -9
N#C[C@]1(S(=O)(=O)c2ccccc2)C[C@@H]2ON=C(c3cccc(Br)c3)[C@@H]2C1 | 11% | / | -15% | 21% | 1% | -6% | -11 | 2% | ? | 10% | -15
CCCCc1nc2ccccc2c(NC(=O)CN2CCN(C)CC2)c1CCC | 5% | / | 10% | -21% | 2% | 7% | -8 | 8%[11.5 µM] | 1% | 5% | 10
Cc1cc(C)cc(NC(=O)Nc2cc(S(=O)(=O)N(C)C)ccc2C)c1 | 6% | -2% | -2% | / | -7% | 1% | 3 | 5% | 0% | 2% | 1
O=C(NNC(=O)c1cccnc1)c1ccncc1 | -7% | 0% | / | 0% | 5% | -1% | -1 | -5% | 1% | -3% | 5
O=C1c2ccccc2C(=O)N1c1ccc(Cc2ccncc2)cc1 | -5% | -1% | 1% | / | -1% | 2% | 0 | ? | -6% | 1% | -8
CCOC(=O)c1c[nH]c(=O)c(Br)c1O | 4% | 3% | 4% | -13% | -1% | 2% | 3 | -15% | 0% | -3% | 5
COc1ccc(N2C(=O)CC(Sc3ncccc3C(=O)O)C2=O)cc1 (stereo not drawn) | 19% | 1% | 1% | -4% | 0% | 4% | 1 | -11% | ? | -4% | -5
Cc1cc2occ(CC(=O)N(C)CC(=O)Nc3ccccc3Br)c2cc1C | 11% | / | / | / | -1% | 1% | -5 | / | -15% | 11% | 11
CCOC(=O)C1(Cc2cccc(OC)c2)CCCN(Cc2cnn(C)c2)C1 (stereo not drawn) | 3% | 1% | 0% | 8% | 3% | -5% | -14 | -18% | -5% | 2% | 2
CCC(C)(C)NC(=O)C(c1cccc(OC)c1OC)N(C(=O)CCC(=O)Nc1cc(C)on1)c1ccc2c(c1)OCCO2 (stereo not drawn) | -13% | -1% | 4% | ? | -1% | 5% | 4 | -2% | 1% | 4% | 0
NC(=O)c1nsc(C(=O)N(CC(=O)NC2CCCC2)Cc2ccc3c(c2)OCO3)c1N | 6% | 0% | 1% | -4% | 76%[activator] | 3% | / | ? | -15% | -6% | 2
O=C(COC(=O)c1ccccc1-n1cnnn1)c1ccc(F)c(F)c1 | 2% | / | / | / | / | 1% | -3 | / | -1% | -7% | -4
CS/C(N)=N/S(=O)(=O)c1ccc(NC(C)=O)cc1 | -7% | -2% | ? | 7% | 0% | 1% | -2 | 2% | 6% | -16% | -4
Cc1c(NC(=O)CSc2nnnn2-c2ccc(O)cc2)c(=O)n(-c2ccccc2)n1C | 19% | 1% | 4% | 1% | 0% | 1% | 3 | 2% | 7% | -1% | 4
CS(=O)(=O)N1CCN(CCN2C(=O)c3cccc4cccc(c34)C2=O)CC1 | -14% | 6% | -9% | 7% | -1% | -2% | 2 | ? | 1% | 0% | -6
O=C(NCCc1c[nH]c2ccccc12)/C(=C\c1cccs1)NC(=O)c1ccccc1 | 1% | 1% | -1% | 7% | -1% | 2% | 0 | 12% | -1% | -8% | 5
C=CCNC(=O)CCCC(=O)NCC=C | 3% | -1% | -1% | 18% | 1% | 3% | -5 | -10% | 0% | 2% | 0
O=C(CCC(=O)N(CC(=O)NC1CCCC1)Cc1cccs1)Nc1nccs1 | -4% | -1% | 1% | 6% | -2% | 10% | -6 | -14% | 6% | -5% | -8
COc1ccc(/C(O)=C2/C(=O)C(=O)N(CC3CCCO3)C2c2ccc(OC)c(OC)c2)cc1 (stereo not drawn) | 9% | -3% | 0% | 6% | 0% | -1% | 20 | 12% | 0% | -1% | 0
S=C(Nc1cccc(Cl)c1Cl)NC1CCN(Cc2ccccc2)CC1 | -13% | -7% | -2% | / | 5% | 1% | 45 | -3% | -3% | 0% | 7
COc1ccc(OC)c(NC(=O)CNC(=O)Cn2cnc3ccccc3c2=O)c1 | 1% | 0% | -2% | -7% | -3% | 2% | -10 | 2% | 5% | -2% | -7
Cc1cc(Cl)ccc1Oc1nccc(N(C)C)c1C#N | -5% | 2% | -5% | ? | -2% | -1% | -1 | -12% | -12% | 5% | -8
CCCC(=O)Nc1nc2ccc3nc(C)sc3c2s1 | -17% | -1% | 1% | 23% | -7% | -1% | 2 | 4% | -6% | 1% | -6
COc1ccc(CCNC(=O)CCS(=O)(=O)c2ccc3c(c2)NC(=O)CO3)cc1OC | 0% | 7% | / | / | 5% | -7% | 7 | -3% | -1% | 2% | 16
COc1cc(NC(=O)c2ccccc2Cl)c(OC)cc1NC(=O)CN1CCCCC1 | 20% | 3% | -22% | -5% | -1% | 1% | i | -28% | -15% | 0% | 10
CCC(CC)NC(=O)c1ccccc1Oc1ccccc1 | ? | 1% | 2% | -2% | 0% | 1% | -19 | -5% | ? | 7% | -9
NS(=O)(=O)c1ccc(CNC(=O)c2ccc(NS(=O)(=O)c3cccs3)cc2)cc1 | 7% | / | / | / | -1% | 1% | 6 | / | 0% | / | /
CCCOc1ccc(/C=N/NC(=O)CSc2ccccn2)cc1OC | -5% | 1% | -4% | / | 2% | -4% | -6 | / | -16% | 5% | -2
Cc1csc(SCC(=O)Nc2ccccc2)n1 | 5% | 7% | / | -3% | 4% | 4% | -5 | -2% | ? | -4% | -7
CCOC(=O)C1(Cc2cccc(Cl)c2)CCCN(C(=O)C(C)(C)C)C1 (stereo not drawn) | -15% | 0% | 0% | -17% | 0% | -4% | -5 | ? | 6% | -3% | 3
COc1cc(C(=O)Nc2cccc3c2CCCC3)cc(OC)c1OC | ? | 3% | -3% | ? | -3% | 0% | -2 | -1% | 0% | 4% | -8
Cc1ccc(NC(=O)CN(C)C(=O)CNC(=O)c2sc3ccccc3c2Cl)cc1 | -17% | / | / | / | -19% | 0% | -6 | / | -14% | 9% | 2
CCOc1cc([C@@H]2C[C@H]3CN(c4ccccc4)C(=O)[C@]34CCCN24)ccc1OC | 3% | -3% | 3% | 0% | 0% | 14% | -6 | -7% | 3% | -3% | 8
COc1ccc(/C=N/n2cnc3c([nH]c4ccccc43)c2=O)cc1COc1ccccn1 | 8% | -1% | -1% | 7% | / | 3% | / | 15% | ? | 6% | 3
COC(=O)CCCC1=CC2=CC(=O)C(C)(OC(=O)CCc3ccccc3)C(=O)C2=CO1 (stereo not drawn) | 0% | -1% | -5% | -20%&-2% | 38%[activator] | 11% | 4 | 5% | 3% | -27% | -12
O=C(N/N=C/c1ccc(-c2cccc(C(F)(F)F)c2)o1)c1ccccc1Br | -5% | -3% | -2% | -17% | -13% | 9% | -2 | -7% | -2% | -3% | 10
CCC(=O)NC(c1ccc(C)cc1)c1cc([N+](=O)[O-])c2cccnc2c1O (stereo not drawn) | 1% | 0% | 17% | 11% | -9% | 0% | 2 | / | 8% | 8% | -4
O=C(NNc1nc2c(F)cccc2s1)c1ccc(F)cc1 | 0% | 4% | -20% | 6% | 3% | 5% | -4 | 2% | ? | -2% | -2
CCOCCc1nnc(NC(=O)CCC2CCCCC2)s1 | -4% | 7% | -1% | 6% | -2% | -1% | -24 | -2% | 3% | -11% | -6
CSc1ccc(CN(C)C(C)C(=O)Nc2ccc(F)c(F)c2F)cc1 (stereo not drawn) | -2% | -1% | 0% | -5% | -2% | -1% | 13 | -5% | 6% | 2% | 12

A portion of the library. The share of hits here may be higher or lower than overall.
